Bioassay records: PubChem, several laboratories
MDM2 E3 inh: blocks human Mdm2 ubiquitin ligase activity | Q00987 | cell-based MDM2 ubiquitination luciferase reporter, 2 h; 0 = plate control, 100 = twice control, blank-subtracted | signal enhancement, % at 5 µM | 0.11% of 210,000 active;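 active = signal enhancement of 30% or more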;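 also: luminescence tracks abundance of the self-degrading MDM2-luciferase fusion protein; higher signal means inhibition of MDM2 E3 ligase activity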
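Buffer or medium: Cells held in DMEM | Assay system: Stable mammalian line carrying autodegrading MDM2–luciferase fusion reporter | Quantity: 2000 cells/well | Times: 4 h settle plus 2 h compound, 37 °C | Doses: One concentration, 5 µM, with 0.2% DMSO | Technique: Luminescence with SteadyLite reagent, 15 min at room temperature | Benchmarks: Plate controls and plate blanks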
p47phox inh: blocks human p47phox regulatory protein of NADPH oxidases; P14598; p47phox/p22phox peptide binding, fluorescence polarization, 2 h; inhibition, % at 24.7 µM; 0.53% of 220,000 active; AID 1274;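 active = inhibition above about 30%, limit read from the data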;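 also: 0% = p47phox with labelled peptide and 100% = labelled peptide alone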
EBV gp42 block: blocks Epstein-Barr virus glycoprotein 42 binding. Q1HVG2. Fluorescence polarization binding assay, mP read-out. inhibition, % (tested at 21.74 µM). 0.42% of 220,000 active; in the data active = inhibition above about 50%
Hck Nef HTS: inhibitors of human Hck kinase activated by Nef; P08631; Recombinant Hck-YEEI plus Nef, Z-Lyte FRET kinase assay; inhibition, % at 20 µM; 0.68% of 220,000 active; AID 463187;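 active = Hck-Nef kinase inhibition above about 50%, limit read from the data; inactive = inhibition below that limit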;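 also: 0% = DMSO with Hck plus Nef and 100% = Hck alone without Nef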
14-3-3 Bad inh: disrupts binding of bovine 14-3-3 zeta to phospho-Bad peptide; P63103; TR-FRET 14-3-3zeta/Dy647-pBad peptide displacement, 1 h; inhibition, % at 21.7 µM; 0.71% of 220,000 active;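 active = inhibition above about 70%, limit read from the data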;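 also: 0% = full 14-3-3 plus peptide FRET controls and 100% = background without 14-3-3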
Target sequence (P63103 whole entry, looked up): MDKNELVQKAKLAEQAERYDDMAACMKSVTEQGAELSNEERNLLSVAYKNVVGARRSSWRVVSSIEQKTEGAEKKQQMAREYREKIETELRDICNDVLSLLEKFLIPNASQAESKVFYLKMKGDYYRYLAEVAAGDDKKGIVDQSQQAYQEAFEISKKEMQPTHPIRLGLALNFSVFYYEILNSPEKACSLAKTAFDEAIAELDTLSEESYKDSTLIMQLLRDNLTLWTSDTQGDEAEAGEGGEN
Tb hexokinase: blocks Trypanosoma brucei hexokinase 1 activity; recombinant TbHK1, G6PDH-coupled NADH A340; inhibition, % at 10 µM; 0.11% of 220,000 active;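 active = inhibition of 50% or more in the single-dose primary screen; inactive = inhibition below 50%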
Runt-SMMHC FRET: inhibitors of human RUNX1 Runt domain binding to CBFb-SMMHC. AID 1434. Q01196+Q13951. inhibition, % at 20 µM. Cerulean-Runt/Venus-CBFb-SMMHC FRET ratio 530/480, 1 h. 0.74% of 220,000 active;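 active = mean inhibition across duplicate retests at 20 µM reaching about 50%, limit read from the data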;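 also: 0% = DMSO wells and 100% = wells with excess untagged CBFb-SMMHC; inhibitors lower the FRET ratio by blocking Runt binding to CBFb-SMMHC; some results filed as inactive read as strong as hits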
Target sequence (Q01196 whole entry, looked up, the tested form may be a part): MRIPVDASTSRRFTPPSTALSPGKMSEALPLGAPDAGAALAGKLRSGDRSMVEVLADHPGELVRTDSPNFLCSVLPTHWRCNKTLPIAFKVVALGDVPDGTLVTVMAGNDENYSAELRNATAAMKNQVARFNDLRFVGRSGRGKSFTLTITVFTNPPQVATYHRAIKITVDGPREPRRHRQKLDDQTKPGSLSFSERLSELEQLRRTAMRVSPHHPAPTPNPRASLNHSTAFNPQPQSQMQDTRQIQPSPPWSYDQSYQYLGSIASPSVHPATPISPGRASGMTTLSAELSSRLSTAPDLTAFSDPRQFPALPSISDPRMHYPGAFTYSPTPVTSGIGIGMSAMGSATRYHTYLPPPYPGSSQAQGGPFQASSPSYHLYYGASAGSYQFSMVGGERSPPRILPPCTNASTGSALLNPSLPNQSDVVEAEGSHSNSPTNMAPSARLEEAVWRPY
Target sequence (Q13951 whole entry, looked up, the tested form may be a part): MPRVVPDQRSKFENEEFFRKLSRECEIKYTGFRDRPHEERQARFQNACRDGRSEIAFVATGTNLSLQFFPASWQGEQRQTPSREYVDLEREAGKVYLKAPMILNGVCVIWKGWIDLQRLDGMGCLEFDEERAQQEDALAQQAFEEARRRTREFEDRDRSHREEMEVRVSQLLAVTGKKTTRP
zVAD death inh: blocks zVAD induced death of L929 cells. L929 zVAD necroptosis rescue, ATP luminescence, 24 h; with zVAD 60 µM. viability rescue, % at 10 µM. 0.38% of 220,000 active;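 active = activation, scaled between plate controls, above about 75%, limit read from the data; inactive = activation under that limit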;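 also: 0% = zVAD with DMSO and 100% = DMSO alone without zVAD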
Runt-CBFb FRET: inhibitors of human RUNX1 Runt domain binding to CBFb. AID 1496. Q01196+Q13951. 0.46% of 220,000 active. inhibition, % at 20 µM. Cerulean-Runt/Venus-CBFb FRET ratio 530/480, 1 h;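 active = inhibition over about 50% at 20 µM in the single-dose screen, limit read from the data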;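 also: 0% = DMSO wells and 100% = excess unlabeled CBFb competitor control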
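Assay system: Cerulean-tagged RUNX1 Runt domain (FRET donor) fusion protein / Amount: 100 nM each of Venus-CBFb and Cerulean-Runt domain / Medium: Tris buffer pH 7.5 with salts and BSA / Also added: Venus-CBFb 100 nM / Schedule: 1 h complex formation plus 1 h compound treatment, room temperature / Signal: FRET fluorescence / Read-out: loss of energy transfer signal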
The depositor's hits bear a star; . = not tested or not shown; [ ] = another dose, or the depositor's remark. The order is random. About 3.2% of those tested had a hit in this group.

SMILES | MDM2 E3 inh | p47phox inh | EBV gp42 block | Hck Nef HTS | 14-3-3 Bad inh | Tb hexokinase | Runt-SMMHC FRET | zVAD death inh | Runt-CBFb FRET
COc1ccc2oc(=O)c(-c3csc(Nc4ccc(O)cc4)n3)cc2c1 | -9 | -30 | -4 | 11 | 17 | 0 | -14 | 7.1 | 0
CCCCn1c(SCC(=O)Nc2ccccc2C(F)(F)F)nc2ccsc2c1=O | -14 | 0 | 2 | -2 | 0[fluorescence artefact?] | 3 | 2 | 0.0 | -3
Cc1cc(C(=O)NN=C2CCCCC2)c2ccccc2n1 | -6 | -8 | 0 | 0 | 6 | -4 | 6 | -0.5 | 0
COC(=O)c1sc(NC(=O)c2cc3c(s2)CCCC3)nc1C | 0 | -8 | -21 | 0 | 10 | 1 | -1 | 0.2 | 0
Cc1ccc(S(=O)(=O)N2CCC(=O)N(C(COCc3ccccc3)Cc3ccccc3)CC2)cc1 (stereo not given) | . | 8 | 3 | -11 | 5 | 4 | -2 | -0.3 | -2
Cn1ccc(C(=O)OCC(=O)Nc2cccc3ccccc23)n1 | -2 | -7 | -19 | 19 | -13 | -8 | 4 | 4.1 | 0
CSc1ncccc1C(=O)OCC(=O)C(C)(C)C | 1 | -2 | -14 | 24 | 1 | -5 | -1 | 1.0 | -1
Cc1cc(C)nc(SCC(=O)Nc2ncc(Cc3cccc(Cl)c3Cl)s2)n1 | -11 | -6 | -20 | 30 | 2 | -7 | 1 | 2.1 | 0
Cn1cc(/C=N/NC(=O)c2cccc([N+](=O)[O-])c2)c2ccccc21 | -8 | 7 | -6 | 5 | 8 | -16 | 4 | 0.9 | -1
N#CCCn1ncn(-c2ccccc2)c1=S | -11 | -7 | 7 | 1 | -16 | -6 | 2 | 0.0 | 1
COc1ccc(-c2cc(C(F)(F)F)nc(SCCC(=O)Nc3cc(C)on3)n2)cc1 | -1 | -1 | -5 | 0 | 2 | -1 | -1 | 2.0 | -2
O=C1CCC(=O)N1CN(C(=O)c1ccco1)c1ccc(Cl)c(Cl)c1 | -17 | -5 | -10 | 0 | -5 | -10 | -9 | -1.0 | .
O=C(Nc1cccnc1)c1ccc(S(=O)(=O)c2ccccc2)cc1 | 0 | 2 | 4 | -3 | -6 | -12 | -2 | 1.9 | -6
Cc1ccc(C(=O)Nc2sc(C(=O)N(C)C)c(C)c2C#N)cc1 | 7 | -5 | -10 | 1 | 4[fluorescence artefact?] | -21 | 0 | 1.0 | -3
CCOc1cc(/C=C2\SC(=S)N(Nc3ccccc3)C2=O)ccc1O | 6 | -154 | -33 | 0 | -11[fluorescence artefact?] | -6 | -57 | -0.2 | -32
Cc1cccc(OCC(=O)N/N=C2/SCC(=O)N2Cc2ccco2)c1 | -9 | -7 | -11 | 22 | -14 | -1 | 2 | 1.6 | 2
N#C/C(=C/c1ccc(C(=O)O)cc1)C(=O)Nc1ccccc1 | -9 | 3 | 0 | -45 | 4 | -3 | 1 | -0.3 | 0
CCCN(C(=O)Cc1nc(N)n[nH]1)C1(C(=O)Nc2c(C)cccc2C)CCCCC1 | 5 | -5 | 1 | 3 | -4 | 5 | -1 | 1.4 | -1
CCOC(=O)c1c(C)[nH]c(C(=O)COC(=O)C2(C)CC2(Cl)Cl)c1C (stereo not given) | 11 | -7 | 0 | 2 | -2 | -5 | 0 | -0.1 | 2
Cc1nnc(NC(=O)CSc2n[nH]c(-c3ccccc3)n2)s1 | -1 | 1 | -16 | 16 | -4 | 1 | 0 | 33 | -1
CC1(C)Cc2nc3sc4c(SCC(=O)NCc5ccco5)ncnc4c3cc2CO1 | -11 | -77 | -1 | 3 | -16[fluorescence artefact?] | -11 | 4 | 0.6 | 13
O=C(CSc1nc2ccccc2s1)Nc1cc(S(=O)(=O)N2CCOCC2)ccc1Cl | -12 | -85 | -16 | 0 | -12 | -14 | -9 | 0.3 | 8
CCOC(=O)CCSc1nc2c(c(C(F)(F)F)c1C#N)CCC2 | -20 | -10 | -5 | 0 | 1 | -2 | 1 | -0.7 | -3
CN(Cc1ccon1)Cc1cn(Cc2ccccc2)nc1-c1ccc2c(c1)OCO2 | -7 | -5 | 3 | 2 | -7 | -2 | -5 | 0.8 | -2
NC(=O)c1c(N)sc2c1CCCC2 | 4 | -17 | -16 | -5 | -1 | -12 | -3 | 2.0 | 13
O=C1C2C3C=CC(CC3)C2C(=O)N1c1ccc2c(c1)OCO2 (stereo not given) | -9 | -15 | 5 | 6 | -2 | 0 | 1 | -0.9 | -1
CCNC(=S)N1CCN(C(=O)c2ccco2)CC1 | -8 | -16 | -5 | 1 | 1[fluorescence artefact?] | -3 | 1 | -0.1 | -3
CCc1ccc(NC2Nc3cc(C)nn3S2)cc1 (stereo not given) | -4 | -52 | 5 | 11 | 7 | -3 | 8 | 0.3 | 6
CCN(CC)C(=O)c1cc([N+](=O)[O-])cc2c1-c1ccc([N+](=O)[O-])cc1C2=C(C#N)C#N | 4 | -5 | -12 | -13 | 6 | -19 | 2 | 1.3 | -1
COc1ccc(NC(=O)C2C3CC/C=C\CCC32)cc1 (stereo not given) | 12 | -15 | -13 | 1 | -4 | -4 | -1 | 4.9 | 0
C=CCN(c1ccc(C(=O)Nc2cc(C)cc(C)c2)cc1)S(C)(=O)=O | -8 | 5 | -3 | 3 | -12 | 36 | -1 | 4.0 | -4
CC(Sc1nc(N2CCOCC2)nc(N2CCOCC2)n1)C(=O)Nc1ccccc1 (stereo not given) | -28 | -1 | -15 | -4 | 7 | 4 | 3 | -0.1 | 2
Cc1ccc(-c2cc3nn(-c4ccccc4)c(N)c3c(=O)o2)cc1 | -6 | -5 | -21 | 6 | -6 | -2 | -4 | 60 | 0
O=C(Nc1ccc(N2CCCCC2)cc1)c1ccc(F)cc1 | -30 | -18 | -26 | -1 | -6 | -3 | -1 | 0.2 | 0
O=[N+]([O-])c1cccc(/C([O-])=C(/C(=S)Nc2cccc3ccccc23)[n+]2ccccc2)c1 | -17 | -8 | 9 | 5 | 0 | -21 | 13 | -0.3 | 24
CCOc1ccc(C(=O)NCC(C)C)cc1 | 2 | -7 | 7 | 2 | 6 | -2 | -1 | -0.6 | 1

Fetched by structure from above (three):
SMILES | MDM2 E3 inh | p47phox inh | EBV gp42 block | Hck Nef HTS | 14-3-3 Bad inh | Tb hexokinase | Runt-SMMHC FRET | zVAD death inh | Runt-CBFb FRET
NC(=O)c1c(N)sc2c1CCCC2 | 4 | -17 | -16 | -5 | -1 | -12 | -3 | 2.0 | 13
Cc1nnc(NC(=O)CSc2n[nH]c(-c3ccccc3)n2)s1 | -1 | 1 | -16 | 16 | -4 | 1 | 0 | 33 | -1
O=C(Nc1ccc(N2CCCCC2)cc1)c1ccc(F)cc1 | -30 | -18 | -26 | -1 | -6 | -3 | -1 | 0.2 | 0

Going on with the list:
SMILES | MDM2 E3 inh | p47phox inh | EBV gp42 block | Hck Nef HTS | 14-3-3 Bad inh | Tb hexokinase | Runt-SMMHC FRET | zVAD death inh | Runt-CBFb FRET
Cc1cccc(N2CCN(C(=S)NCCc3ccccc3)CC2)c1C | -3 | -4 | 8 | 22 | -15 | 30 | -5 | -0.2 | -5
O=C(NCc1ccc2c(c1)OCO2)c1ccncc1 | -45 | -6 | 2 | -9 | -6 | -5 | 1 | 1.6 | 0
COc1cc(C(=O)NC(=S)N(C)Cc2ccccc2)cc(OC)c1OC | -88 | 1 | -1 | -7 | -5 | 7 | -3 | -0.9 | 0
CCC1(c2cccc(Cl)c2)NC(=O)N(Cc2cc(C(=O)OC)c(C)o2)C1=O (stereo not given) | -11 | -13 | -17 | 2 | -17 | 34 | 1 | -0.1 | -1
COc1cc2[nH]c3c(=O)n(CCN(C(C)C)C(C)C)cnc3c2cc1OC | -18 | . | . | 1 | . | -26 | -2 | -0.5 | -1
CCC(Sc1nc(C)cc(=O)[nH]1)C(=O)Nc1nnc(C)s1 (stereo not given) | 11 | 1 | 12 | 9 | -6[fluorescence artefact?] | 3 | 0 | 0.6 | 2
C/C(N)=C(/C#N)C(=O)COC(=O)CCCNC(=O)c1ccc(Cl)cc1 | -3 | -8 | -22 | 21 | -6 | 1 | 3 | 2.2 | -1
CC(=O)c1cccc(NC(=O)C2CCN(S(=O)(=O)c3ccc(F)cc3)CC2)c1 | -6 | 2 | -14 | 2 | 3 | 3 | 4 | -0.1 | -3
O=C(Nc1nc(-c2ccccn2)cs1)c1ccco1 | 1 | -9 | 6 | 46 | -29 | 4 | -10 | 0.3 | 4
Cc1ccc(C)c(C(=O)OCC(=O)Nc2ccc(N3CCOCC3)cc2)c1 | -4 | -70 | -5 | 15 | -12 | -4 | -3 | 23 | 0
O=C(c1ccco1)N1CCN(CCCCOc2ccc(F)cc2)CC1 | -5 | -7 | -6 | -2 | 11 | -3 | 1 | . | -1
Oc1ccc(CNc2ccccc2F)c2cccnc12 | -6 | 18 | -11 | 2 | 25 | 5 | -3 | 3.4 | 3
COCCCNS(=O)(=O)c1ccc(S(=O)(=O)N2CCCC2)cc1 | -2 | -11 | -7 | 1 | -8 | -6 | 0 | 0.3 | -1
CC(=O)NC1=C(N(C)C2CCS(=O)(=O)C2)C(=O)c2ccccc2C1=O (stereo not given) | -2 | 2 | -6 | 2 | -2[fluorescence artefact?] | -10 | -25 | 7.1 | -3
COc1ccc(C2=[N+]([O-])C(C)(C)N(O)C2(C)C)cc1 | -18 | 0 | -8 | 7 | -7 | 7 | 0 | 1.6 | 0
C/C(CC(=O)Nc1ccc(Cl)c(Cl)c1)=N\NC(=O)C(=O)N1CCCCC1 | 3 | -2 | -20 | 23 | -1 | -3 | 4 | 1.7 | -1
O=C(CO)N/N=C/c1cccc(Cl)c1Cl | 6 | 3 | 1 | 6 | -9[fluorescence artefact?] | -1 | -2 | 0.4 | 0
O=C(NCCCCc1ccccc1)C1CC(c2ccc(C(F)(F)F)cc2)=NO1 (stereo not given) | 20 | 4 | -8 | 25 | 5 | -3 | -7 | -0.1 | -6
O=C(O)c1cn(Cc2cccnc2)c(=O)c2ccccc12 | -12 | -1 | 0 | 15 | -4 | -4 | 1 | -1.4 | -1
CCN(C(=O)CSc1nnc2ccccn12)c1c(N)n(Cc2ccccc2)c(=O)[nH]c1=O | -7 | -20 | -18 | 1 | -8[fluorescence artefact?] | -3 | -2 | 1.3 | 3
COc1cc(O)c(C(CC(=O)N2CCCC2)c2ccc3c(c2)OCO3)c(OC)c1 (stereo not given) | -18 | -3 | -6 | 10 | 1 | -2 | 0 | -1.0 | 0
O=C(Nc1nnc(SCc2ccccc2)s1)c1cc2c(s1)CCCC2 | -9 | -10 | -13 | -1 | 5[fluorescence artefact?] | -28 | -1 | 1.0 | 3
CCOC(=O)c1cnn2c(C(F)F)cc(C3CC3)nc12 | -13 | -4 | -11 | 0 | 10 | -2 | 5 | 1.1 | 2
CCOc1ccccc1OCC(=O)O | 4 | -8 | -11 | 0 | 13 | 8 | -6 | -0.1 | -1
O=S(=O)(/N=C(/NS(=O)(=O)c1ccccc1)c1ccccc1)c1ccccc1 | -6 | 0 | 0 | 25 | 0 | -6 | 2 | 15 | -3
